# Screening data from PubChem.
# T cruzi intra: inhibitors of intracellular Trypanosoma cruzi, primary screen, cell-based, plate reader, single point, set 2; intracellular Trypanosoma cruzi in host cells; activity score (inhibition), % at 5.01 µM; 22,000 compounds, 4.9% hits; in the data active = activity score above about 55%;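 note: parasites and compound incubated about four days before reading; 0% = median of neutral control wells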
# INS-1E ATP HTS: protection of INS-1E cells from cytokine death, primary screen, ATP luminescence, single point | INS-1E cytokine-induced death, 48 h; normalised: neutral wells 0, positive control 100 | protection from cytokine-induced ATP loss, % at 10 µM | 20,000 compounds, 0.1% hits;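 active = mean replicate protection from cytokine-induced ATP loss at least 50% and at least 75% of replicates each reaching 50%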
#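 assay system = INS-1E rat insulinoma cells | amount = 8000 cells per well | medium = phenol-red-free RPMI with 5% fetal bovine serum | doses = one compound concentration, pin transfer | timing = 48 h cytokine plus compound treatment, 10 min reagent incubation | also added = IL-1β, TNF-α and IFN-γ cytokine mix | signal = CellTiter-Glo luminescence measuring cellular ATP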
# * = called active by the depositor; x = not tested or not shown.
SMILES,T cruzi intra,INS-1E ATP HTS
C[C@@H]1CN([C@H](C)CO)C(=O)c2cc(NC(=O)Cn3cnnn3)ccc2O[C@H]1CN(C)Cc1ccccc1,-10,-5
C[C@H]1CN([C@@H](C)CO)C(=O)Cc2cc(NC(=O)Cn3cnnn3)ccc2O[C@@H]1CN(C)S(C)(=O)=O,-20,1
O=C(O)CCCCCCC(=O)N/N=C/c1ccccn1,-3,6
C[C@@H]1CN([C@@H](C)CO)C(=O)Cc2cc(NC(=O)NC3CCCCC3)ccc2O[C@@H]1CN(C)Cc1ccc(C(F)(F)F)cc1,44,-28
C[C@H]1CN([C@@H](C)CO)C(=O)CCCn2nncc2CO[C@@H]1CN(C)C(=O)Nc1ccc2c(c1)OCO2,-14,2
C[C@H]1CN([C@@H](C)CO)C(=O)Cc2cc(NC(=O)Nc3ccccc3)ccc2O[C@H]1CN(C)Cc1ccc(Oc2ccccc2)cc1,-4,-16
COc1ccc(CN(C)C[C@H]2Oc3ccc(NS(C)(=O)=O)cc3C(=O)N([C@@H](C)CO)C[C@H]2C)cc1,-15,1
C[C@@H]1CCCCO[C@H](CN(C)C(=O)Cc2ccccc2)[C@@H](C)CN([C@H](C)CO)C(=O)c2cc(N(C)C)ccc2O1,4,3
Cc1ccc(S(=O)(=O)Nc2cccc3c2O[C@H](CN(C)S(=O)(=O)c2ccc(F)cc2)[C@@H](C)CN([C@H](C)CO)C3=O)cc1,7,7
C[C@H]1CN([C@@H](C)CO)C(=O)c2cccc(N(C)C)c2O[C@H]1CN(C)C,-25,4
COc1ccc(NC(=O)Nc2ccc3c(c2)C(=O)N([C@@H](C)CO)C[C@H](C)[C@@H](CN(C)Cc2ccccc2)O3)cc1,26,-3
C[C@@H]1CN([C@H](C)CO)C(=O)c2cc(NC(=O)CCC(F)(F)F)ccc2O[C@H]1CN(C)Cc1ccc2c(c1)OCO2,-12,0
C[C@@H]1CN([C@H](C)CO)C(=O)c2cc(NC(=O)Nc3ccccc3)ccc2O[C@@H]1CN(C)Cc1ccc(Cl)c(Cl)c1,-38,-26
Cc1ccc(S(=O)(=O)N(C)C[C@H]2Oc3c(NC(=O)C4CCOCC4)cccc3C(=O)N([C@@H](C)CO)C[C@H]2C)cc1,-27,8
C[C@@H]1CN([C@@H](C)CO)C(=O)c2cccc(NC(=O)c3ccc(-c4nccs4)cc3)c2O[C@H]1CN(C)Cc1ccccc1,45,-19
C[C@H](CO)N1C[C@H](C)[C@H](CN(C)Cc2ccncc2)Oc2ccc(NC(=O)Nc3ccccc3)cc2C1=O,-6,3
CC(C)NC(=O)Nc1cccc2c1O[C@H](CN(C)C(=O)NC1CCCCC1)[C@H](C)CN([C@@H](C)CO)C2=O,15,1
Cc1ccc(S(=O)(=O)N(C)C[C@H]2Oc3ccc(NC(=O)Nc4cccc5ccccc45)cc3C(=O)N([C@@H](C)CO)C[C@@H]2C)cc1,-5,-8
Cc1noc(C)c1NC(=O)Nc1cccc2c1O[C@@H](CN(C)Cc1ccncc1)[C@@H](C)CN([C@H](C)CO)C2=O,-15,8
COc1ccc(S(=O)(=O)Nc2ccc3c(c2)C(=O)N([C@@H](C)CO)C[C@H](C)[C@@H](CN(C)C(=O)Nc2c(C)noc2C)O3)cc1,-6,10
COc1ccc(CN(C)C[C@@H]2Oc3ccc(NC(=O)Nc4cccc5ccccc45)cc3C(=O)N([C@H](C)CO)C[C@H]2C)cc1,20,-5
C[C@@H]1CN([C@H](C)CO)C(=O)c2cccc(NC(=O)Nc3ccc4c(c3)OCO4)c2O[C@@H]1CN(C)C(=O)Nc1ccc2c(c1)OCO2,4,14
COc1ccc(NC(=O)Nc2ccc3c(c2)C(=O)N([C@H](C)CO)C[C@H](C)[C@H](CN(C)S(=O)(=O)c2cn(C)cn2)OCCCC[C@@H](C)O3)cc1,-2,2
COc1ccc(S(=O)(=O)Nc2cccc3c2O[C@@H](CN(C)Cc2ccccc2)[C@H](C)CN([C@@H](C)CO)C3=O)cc1,-15,12

# Sorted by molecular weight (smallest number first): part of the list above.
SMILES,T cruzi intra,INS-1E ATP HTS
C[C@H]1CN([C@@H](C)CO)C(=O)c2cccc(N(C)C)c2O[C@H]1CN(C)C,-25,4
C[C@H]1CN([C@@H](C)CO)C(=O)Cc2cc(NC(=O)Nc3ccccc3)ccc2O[C@H]1CN(C)Cc1ccc(Oc2ccccc2)cc1,-4,-16
Cc1ccc(S(=O)(=O)N(C)C[C@H]2Oc3ccc(NC(=O)Nc4cccc5ccccc45)cc3C(=O)N([C@@H](C)CO)C[C@@H]2C)cc1,-5,-8

# Next section:
SMILES,T cruzi intra,INS-1E ATP HTS
Cc1ccc(CN(C)C[C@H]2OCc3cn(nn3)CCCC(=O)N([C@@H](C)CO)C[C@@H]2C)cc1,-17,x
C[C@@H]1CN([C@H](C)CO)C(=O)Cc2cc(NC(=O)CCN3CCOCC3)ccc2O[C@@H]1CN(C)C(=O)NC1CCCCC1,-17,10
COc1ccc(NC(=O)N(C)C[C@@H]2Oc3ccc(NC(=O)C4CC4)cc3CC(=O)N([C@H](C)CO)C[C@@H]2C)cc1,-11,9
COc1ccc(NC(=O)Nc2ccc3c(c2)C(=O)N([C@H](C)CO)C[C@H](C)[C@H](CN(C)C(=O)Nc2c(C)noc2C)OCCCC[C@@H](C)O3)cc1,-2,12
C[C@@H]1CCCCO[C@H](CN(C)C(=O)NC2CCCCC2)[C@@H](C)CN([C@H](C)CO)C(=O)c2cc(NS(=O)(=O)c3ccc(F)cc3)ccc2O1,-4,5
COc1ccc(CN(C)C[C@@H]2Oc3c(NC(=O)c4ccncc4)cccc3C(=O)N([C@H](C)CO)C[C@H]2C)cc1,76*,4
C[C@H](CO)N1C[C@H](C)[C@H](CN(C)C(=O)Nc2cccc3ccccc23)Oc2c(NC(=O)Nc3cccc4ccccc34)cccc2C1=O,39,-61
Cc1noc(C)c1NC(=O)N(C)C[C@H]1OCCCC[C@@H](C)Oc2ccc(N(C)C)cc2C(=O)N([C@H](C)CO)C[C@@H]1C,-4,4
Cc1ccc(S(=O)(=O)Nc2ccc3c(c2)C(=O)N([C@H](C)CO)C[C@@H](C)[C@H](CN(C)Cc2ccc(-c4ccccc4)cc2)O3)cc1,22,-24
C[C@@H]1CN([C@@H](C)CO)C(=O)c2cc(NC(=O)Cn3cnnn3)ccc2O[C@H]1CN(C)S(C)(=O)=O,-14,8
COc1ccc(S(=O)(=O)Nc2ccc3c(c2)C(=O)N([C@H](C)CO)C[C@H](C)[C@@H](CN(C)S(=O)(=O)c2cccs2)O3)cc1,-4,-8
C[C@@H]1CN([C@@H](C)CO)C(=O)Cc2cc(NS(=O)(=O)c3ccc(Cl)cc3)ccc2O[C@@H]1CN(C)Cc1ccc(C(=O)O)cc1,-32,22
Cc1ccc(S(=O)(=O)N(C)C[C@@H]2Oc3ccc(NS(=O)(=O)c4ccc(Cl)cc4)cc3CC(=O)N([C@H](C)CO)C[C@@H]2C)cc1,3,10
COc1ccc(CN(C)C[C@@H]2Oc3c(NC(=O)C4CCCCC4)cccc3C(=O)N([C@@H](C)CO)C[C@@H]2C)cc1,-16,1
C[C@H](CO)N1C[C@H](C)[C@@H](CN(C)Cc2ccc(Cl)c(Cl)c2)Oc2ccc(NC(=O)Cc3ccccc3)cc2C1=O,22,x
C[C@@H]1CCCCO[C@H](CN(C)Cc2ccncc2)[C@@H](C)CN([C@H](C)CO)C(=O)c2cc(NC(=O)CCC(F)(F)F)ccc2O1,-11,-2
C[C@@H]1CN([C@@H](C)CO)C(=O)c2cc(NC(=O)Nc3ccc(C(F)(F)F)cc3)ccc2O[C@H]1CN(C)Cc1ccc(C(F)(F)F)cc1,44,-62
C[C@@H]1CN([C@@H](C)CO)C(=O)c2cccc(NS(=O)(=O)c3ccc(F)cc3)c2O[C@H]1CN(C)C(=O)NC1CCCCC1,2,6
C[C@H](CO)N1C[C@H](C)[C@H](CN(C)C(=O)Nc2ccc(C(F)(F)F)cc2)Oc2ccc(NC(=O)NC3CCCCC3)cc2CC1=O,-6,0
CC(C)NC(=O)Nc1ccc2c(c1)C(=O)N([C@H](C)CO)C[C@@H](C)[C@@H](CN(C)Cc1ccc(Oc3ccccc3)cc1)O2,-23,-22
COc1ccc(S(=O)(=O)N(C)C[C@@H]2Oc3ccc(NS(=O)(=O)c4ccc(Cl)cc4)cc3C(=O)N([C@@H](C)CO)C[C@@H]2C)cc1,19,0
Cc1ccc(S(=O)(=O)Nc2ccc3c(c2)C(=O)N([C@H](C)CO)C[C@H](C)[C@@H](CN(C)C(=O)CCC(F)(F)F)OCCCC[C@@H](C)O3)cc1,-10,-2
C[C@@H]1CN([C@@H](C)CO)C(=O)c2cccc(NS(=O)(=O)c3ccc(Cl)cc3)c2O[C@@H]1CN(C)C(=O)NC1CCCCC1,38,0
C[C@@H]1CN([C@H](C)CO)C(=O)Cc2cc(NC(=O)NC3CCCCC3)ccc2O[C@@H]1CN(C)Cc1ccncc1,-6,13
C[C@@H]1CN([C@H](C)CO)C(=O)c2cccc(NC(=O)Nc3ccc4c(c3)OCO4)c2O[C@H]1CN(C)C(=O)NC1CCCCC1,-6,21
C[C@@H]1CN([C@H](C)CO)C(=O)Cc2cc(NC(=O)Cn3cnnn3)ccc2O[C@H]1CN(C)Cc1ccc(Oc2ccccc2)cc1,-26,5
C[C@H](CO)N1C[C@H](C)[C@H](CN(C)CC2CCCCC2)Oc2ccc(NC(=O)Nc3ccc4c(c3)OCO4)cc2C1=O,6,-5
COc1ccc(S(=O)(=O)Nc2ccc3c(c2)C(=O)N([C@@H](C)CO)C[C@@H](C)[C@@H](CN(C)C(=O)Nc2ccccc2)O3)cc1,-3,2
COc1ccc(NC(=O)Nc2ccc3c(c2)C(=O)N([C@@H](C)CO)C[C@H](C)[C@@H](CN(C)S(=O)(=O)c2ccc(OC)cc2)O3)cc1,6,3
C[C@H]1CN([C@@H](C)CO)C(=O)c2cccc(NS(=O)(=O)c3cccs3)c2O[C@H]1CN(C)S(=O)(=O)c1cccs1,15,11
C[C@H]1CN([C@@H](C)CO)C(=O)CCCn2cc(nn2)CO[C@H]1CN(C)Cc1ccc2c(c1)OCO2,-3,x
COc1ccc(NC(=O)Nc2ccc3c(c2)C(=O)N([C@@H](C)CO)C[C@@H](C)[C@H](CN(C)C)O3)cc1,-26,2
C[C@H]1CN([C@@H](C)CO)C(=O)Cc2cc(NC(=O)Nc3ccccc3)ccc2O[C@H]1CN(C)C(=O)Nc1ccc(C(F)(F)F)cc1,-1,-22
C[C@H](CO)N1C[C@H](C)[C@@H](CN(C)Cc2ccncc2)Oc2c(NS(=O)(=O)c3cccs3)cccc2C1=O,-18,10
C[C@@H]1CCCCO[C@@H](CN(C)Cc2ccc(C(F)(F)F)cc2)[C@@H](C)CN([C@H](C)CO)C(=O)c2cc(N(C)C)ccc2O1,32,-7
COc1ccc(CN(C)C[C@H]2Oc3c(NC(=O)Nc4ccc5c(c4)OCO5)cccc3C(=O)N([C@@H](C)CO)C[C@@H]2C)cc1,4,-14
C[C@@H]1CN([C@H](C)CO)C(=O)c2cccc(NC(=O)Nc3ccc4c(c3)OCO4)c2O[C@H]1CN(C)CC1CC1,-5,-1
C[C@@H]1CN([C@@H](C)CO)C(=O)c2cccc(NC(=O)C3CCCCC3)c2O[C@H]1CN(C)C(=O)Nc1cccc2ccccc12,4,5
C[C@@H]1CCCCO[C@@H](CN(C)S(=O)(=O)c2ccc(Cl)cc2)[C@@H](C)CN([C@H](C)CO)C(=O)c2cc(NC(=O)Nc3cccc4ccccc34)ccc2O1,21,-1
C[C@H](CO)N1C[C@H](C)[C@H](CN(C)Cc2ccncc2)Oc2ccc(NC(=O)Nc3cccc4ccccc34)cc2CC1=O,44,-2
C[C@H](CO)N1C[C@H](C)[C@H](CN(C)Cc2ccc(C(=O)O)cc2)Oc2ccc(NS(=O)(=O)c3cccs3)cc2C1=O,-1,x
C[C@@H]1CN([C@H](C)CO)C(=O)CCCn2cc(nn2)CO[C@@H]1CN(C)S(=O)(=O)c1ccc(Oc2ccccc2)nc1,6,x
N#Cc1ccc(/C=N/NC(=O)CCCCCC(=O)O)cc1,-4,-9
C[C@@H]1CCCCO[C@H](CN(C)C(=O)CCCN(C)C)[C@@H](C)CN([C@H](C)CO)C(=O)c2cc(NC(=O)NC3CCCCC3)ccc2O1,-4,2
C[C@H](CO)N1C[C@H](C)[C@H](CN(C)Cc2ccccc2)Oc2ccc(NC(=O)Cc3cn(C)c4ccccc34)cc2CC1=O,7,1
Cc1noc(C)c1S(=O)(=O)Nc1ccc2c(c1)C(=O)N([C@H](C)CO)C[C@H](C)[C@H](CN(C)Cc1ccc(C(=O)O)cc1)OCCCC[C@@H](C)O2,-4,4

# Whole records, quoted from the list:
# Shown for `C[C@@H]1CN([C@@H](C)CO)C(=O)c2cccc(NC(=O)C3CCCCC3)c2O[C@H]1CN(C)C(=O)Nc1cccc2ccccc12` : T cruzi intra = 4; INS-1E ATP HTS = 5
# Shown for `C[C@@H]1CCCCO[C@@H](CN(C)S(=O)(=O)c2ccc(Cl)cc2)[C@@H](C)CN([C@H](C)CO)C(=O)c2cc(NC(=O)Nc3cccc4ccccc34)ccc2O1` : T cruzi intra = 21; INS-1E ATP HTS = -1
# Shown for `C[C@@H]1CN([C@H](C)CO)C(=O)CCCn2cc(nn2)CO[C@@H]1CN(C)S(=O)(=O)c1ccc(Oc2ccccc2)nc1` : T cruzi intra = 6; INS-1E ATP HTS = x
